PriA SSB inh: inhibitors of Klebsiella pneumoniae PriA binding to SSB C-terminal tail; 430,000 tested, 0.6% active; inhibition, % at 33 µM; AlphaScreen SSBct-PriA binding, biotinylated peptide; in the data active means inhibition mostly above about 37%, no sharp cut-off; inactive means mostly below about 20%;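 further: plate controls were negative control peptide for no effect and reference peptide for full effect; strong numbers were not always called active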
BoNT A protease: inhibitors of Botulinum neurotoxin A light chain protease | AID 588499 | 360,000 tested, 0.17% active | inhibition, % at 10 µM | multiplex microsphere protease substrate cleavage, flow cytometry; further: plate controls were buffer without enzyme for full effect and enzyme alone for no effect
MazF activator: increases E. coli MazEF RNase cleavage of RNA | FAM/BHQ RNA-DNA oligo cleavage fluorescence, 5 h | 350,000 tested, 0.32% active | activation, % at 20 µM | P0AE70; in the data active means activation above about 50%
Target sequence (P0AE70 whole entry, looked up): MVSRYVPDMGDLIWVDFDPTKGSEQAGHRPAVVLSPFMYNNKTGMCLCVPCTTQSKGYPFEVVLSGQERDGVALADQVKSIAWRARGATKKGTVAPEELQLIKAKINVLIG
PrPC surface inh: reduces human prion protein on the cell surface; AID 720596; cell surface PrPC, TR-FRET read-out; 370,000 tested, 0.43% active; inhibition, % at 13.8 µM; in the data active means inhibition above about 24%; further: 0% = median of the test wells and 100% = reference compound wells
Rv3671c inh: inhibits the M. tuberculosis serine protease Rv3671c | AID 2606 | 320,000 tested, 0.048% active | inhibition, % at 5.96 µM; in the data active means inhibition above about 38%;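 further: extracellular domain of Rv3671c used as enzyme; 0% = enzyme with DMSO and 100% = no enzyme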
DUSP3 inh: blocks human VHR1 dual specificity phosphatase. recombinant VHR phosphatase, pNPP absorbance. 290,000 tested, 0.52% active. AID 1654. inhibition, % at 13.3 µM; in the data active means inhibition above about 50%; further: some compounds called inactive have numbers as strong as hits
Target sequence (P51452 whole entry, looked up): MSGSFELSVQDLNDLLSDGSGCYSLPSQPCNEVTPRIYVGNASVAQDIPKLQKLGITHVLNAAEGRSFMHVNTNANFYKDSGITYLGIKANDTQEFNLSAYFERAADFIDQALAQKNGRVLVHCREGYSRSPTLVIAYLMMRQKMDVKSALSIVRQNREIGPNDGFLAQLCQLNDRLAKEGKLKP
CCHFV vOTU inh: CCHFV vOTU protease inhibition; 370,000 tested, 0.55% active; inhibition, % at 11.5 µM; AID 651958; Pep-AMC fluorescence; in the data active means inhibition above about 30%; further: 0% = vehicle wells with enzyme and 100% = no enzyme wells
Anthrax LF prot: anthrax lethal factor protease inhibition | P15917 | multiplex microsphere protease cleavage assay, LF | inhibition, % at 10 µM | 360,000 tested, 0.12% active | AID 588501; further: plate controls were buffer without enzyme for full effect and enzyme alone for no effect
Target sequence (P15917 whole entry, looked up): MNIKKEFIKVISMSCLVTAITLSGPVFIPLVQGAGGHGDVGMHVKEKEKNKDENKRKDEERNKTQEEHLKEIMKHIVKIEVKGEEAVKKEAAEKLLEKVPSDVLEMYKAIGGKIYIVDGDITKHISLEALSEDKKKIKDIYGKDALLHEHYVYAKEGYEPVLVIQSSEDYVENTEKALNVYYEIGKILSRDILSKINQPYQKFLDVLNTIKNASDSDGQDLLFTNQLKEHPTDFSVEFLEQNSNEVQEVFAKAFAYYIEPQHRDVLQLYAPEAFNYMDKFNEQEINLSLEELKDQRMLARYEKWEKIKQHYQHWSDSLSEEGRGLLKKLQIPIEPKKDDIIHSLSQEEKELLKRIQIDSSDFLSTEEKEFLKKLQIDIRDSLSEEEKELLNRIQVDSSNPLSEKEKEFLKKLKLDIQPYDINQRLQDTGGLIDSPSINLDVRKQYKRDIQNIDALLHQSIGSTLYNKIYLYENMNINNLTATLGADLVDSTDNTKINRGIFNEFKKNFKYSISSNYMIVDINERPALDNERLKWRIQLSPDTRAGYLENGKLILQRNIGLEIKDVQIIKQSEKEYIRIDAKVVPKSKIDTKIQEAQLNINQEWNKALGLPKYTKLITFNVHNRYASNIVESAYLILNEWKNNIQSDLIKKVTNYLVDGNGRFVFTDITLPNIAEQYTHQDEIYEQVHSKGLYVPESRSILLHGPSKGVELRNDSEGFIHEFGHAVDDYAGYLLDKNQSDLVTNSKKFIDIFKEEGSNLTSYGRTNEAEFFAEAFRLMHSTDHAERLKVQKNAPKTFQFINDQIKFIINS
3CLpro inhibitor: SARS-CoV 3CLpro protease inhibition; inhibition, % at 6 µM; recombinant SARS-CoV 3CLpro, quenched FRET peptide cleavage; P0C6X7; 290,000 tested, 0.14% active; AID 1706; in the data active means inhibition above about 12%
BoNT F protease: blocks Botulinum neurotoxin F light chain protease. Multiplex microsphere protease cleavage assay, flow cytometry. inhibition, % at 10 µM. 360,000 tested, 0.22% active. AID 588497; in the data active means inhibition above about 35%, passing the limit was not always enough; inconclusive means no clear call, values can overlap the other calls; further: plate controls were buffer without enzyme for full effect and enzyme alone for no effect
The depositor's hits bear a star; ? = inconclusive; / = not tested or not shown; & = joins results of further samples. Unless noted, no stated cut-off is given here; in the data, active means inhibition above about 30%; inconclusive means no clear call, values can overlap the other calls; inactive means below that. Only part of the results is shown; rates above refer to the full screens.

SMILES	PriA SSB inh	BoNT A protease	MazF activator	PrPC surface inh	Rv3671c inh	DUSP3 inh	CCHFV vOTU inh	Anthrax LF prot	3CLpro inhibitor	BoNT F protease
COc1ccc(-n2c(SCC3CNC(=O)O3)nnc2-c2ccc(Cl)cc2)cc1 (centres undefined)	-2	0.4	3	12	2	-1	-6	0	4	0
CCOC(=O)Cc1csc(NC(=O)CCC(=O)O)n1	-1	/	1	-2	4	3	2	/	2	/
O=C(Nc1ccc(Cl)cc1)Nn1cnc2ccccc2c1=O	3	-2.9	2	5	-4	22	5	-5	-7	-18
CC(C)C[C@H](NC(=O)c1nc[nH]c1C(=O)N1CCC(C)CC1)C(=O)OCc1ccccc1	7	-0.2	-4	-5	-7	7	6	-3	/	-2
COCC(=O)Nc1nc(-c2ccc(-c3ccccc3)cc2)cs1	-5	2.8	-6	4	-3	16	-12	-7	-2	-4
Cn1c(N)c(C(=O)COC(=O)c2cccc(S(=O)(=O)N3CCOCC3)c2)c(=O)n(C)c1=O	-5	0.6	-5	4	5	/	-1	0	/	-2
N#Cc1c(NC(=O)CCC(=O)O)sc2c1CCCCC2	-5	0.9	-20	2	3	19	8	-2	-2	-3
CC(C)C(=O)Nc1cccnc1	-18	5.1	12	10	0	7	11	5	-2	16
O=C(CCC(=O)N1CCOc2ccccc21)N1CCN(c2ccccc2)CC1	-4	0.2	8	-4	4	13	6	3	0	-3
CC1(C)Cc2c(sc3nc(NCCN4CCOCC4)n4ncnc4c23)CO1	-5	0.3	-1	-2	11	0	2	-4	-5	-6
O=C(CN1CCC(Cc2ccccc2)CC1)Nc1ccc2c(c1)OCCO2	-15	/	-3	3	-3	28	-2	/	2	/
Cc1cc(C)n(CCOc2nonc2N)n1	-5	0.5	-1	-1	-14	33	2	5	-2	-4
CC(C)NCc1nnc(-c2ccc(Cl)cc2)o1	-6	-0.5	8	4	7	12	7	-3	4	1
O=C(Nc1ccc2oc(-c3ccncc3)nc2c1)c1ccc2c(c1)OCO2	0	-1.4	-114	12	-1	7	-2	-7	1	-6
O=C(CCCC(=O)NC1CCCC1)NC1CCCC1	-1	-0.1	2	10	5	-10	31*	1	-3	-5
CCOC(=O)c1ccc(NC(=O)N2CCN(C3CCCCC3)CC2)cc1	-6	-0.6	-4	-12	1	17	-14	-3	2	-3
CN(CCCn1cnc2c(OCc3ccccc3)ncnc21)CCc1ccccn1	3	-0.4	-3	-10	/	/	-17	-4	/	-4
CCCCC(=O)NC(=S)Nc1ccc(S(=O)(=O)N2CCCC2)cc1	-4	-1.5	-4	7	-2	-12	10	-3	2	-5
N=c1c(C(=O)NCCN2CCOCC2)cc2c(=O)n3ccccc3nc2n1Cc1ccc(F)cc1	8	2.1	12	-24	-9	10	-48	3	3	-6
O=C(c1cccc2ccccc12)N1CCN(c2ccc([N+](=O)[O-])c(NCc3ccco3)c2)CC1	0	-0.4	4	7	-1	16	1	-3	6	0
Cc1nnc(NC(=O)c2cc(S(=O)(=O)N3CCCCC3)ccc2Cl)s1	-9	1.3	3	6	-7	-6	5	3	2	0
CC(=O)C(Cc1ccccc1)NC(=O)COC(=O)c1cc(S(=O)(=O)N2CCOCC2)ccc1F (centres undefined)	/	-0.5	3	-8	/	/	-4	-4	/	-6
Fc1ccc(NCc2cccnc2)cc1F	7	-0.4	-10	-5	6	19	5	-4	-2	-31
CCN1C[C@@H]2[C@@H]3C(=O)N(C)C(=O)[C@@H]3[C@](C)(C1=O)N2C(=O)c1ccc(C)cc1	-10	-0.5	3	-3	/	/	3	-1	/	1
CCCC(C)C(=O)OCC(=O)Nc1c(Br)cc(C)cc1Br (centres undefined)	-11	0.0	10	7	-16	-16	6	3	0	8
COC(=O)[C@]12CCCCC=C1N(Cc1ccco1)C(=O)[C@H](CC(=O)NCc1ccccc1)C2	/	-1.7	/	-3	/	/	0	0	/	-13
O=[N+]([O-])c1ccc(N2CCN(S(=O)(=O)c3ccccc3)CC2)cc1NCc1cccnc1	-6	-0.1	2	-4	-15	-4	15	-1	-4	-5
COc1ccc(-c2[nH]ncc2CNCCCSC)cc1F	-6	-2.1	-8	-3	10	30	-4	-6	1	-11
CN(C)/C=C/C(=O)c1nn(-c2ccc(F)cc2)ccc1=O	0	?	0	-1	1	-5	7	-9	4	?
CCC(CCC(=O)NNC(=O)Cc1ccc([N+](=O)[O-])cc1)C(=O)O (centres undefined)	0	0.0	2	-8	8	0	16	3	-2	2
CCC/C=C/c1ccc(CN2C(CC(C)C)C(=O)N(Cc3cn(CCC4OCCO4)nn3)CCS2(=O)=O)cc1 (centres undefined)	/	-0.2	6	-18	/	/	15	-4	/	-5
COc1ccc(CCN2CC(C(=O)OC(C)C(=O)Nc3ccc(NC(C)=O)cc3)CC2=O)cc1OC (centres undefined)	-23	0.3	7	-1	/	/	1	0	/	-9
CSC(=NC#N)N1CCN(c2ccccc2)CC1	-8	?	9	7	-7	4	-3	1	-2	-4
Cc1cc(OCCN2CCCCCC2)ccc1[N+](=O)[O-]	-10	0.5	4	-4	2	9	-8	-2	-3	-5
CN(C)c1cccc2c1c(NC(=O)c1ccc(F)cc1)nn2C	0	-0.3	-2	-2	-2	1	1	-2	3	-1
COc1ccc(C(C)NC(=O)C2C(=O)NC3(C)CC2c2ccccc2O3)cc1 (centres undefined)	2	-0.5	3	10	0	32	3	-3	-1	-4

3 structures out of the list, ordered by count of non-hydrogen atoms, low to high:
SMILES	PriA SSB inh	BoNT A protease	MazF activator	PrPC surface inh	Rv3671c inh	DUSP3 inh	CCHFV vOTU inh	Anthrax LF prot	3CLpro inhibitor	BoNT F protease
CSC(=NC#N)N1CCN(c2ccccc2)CC1	-8	?	9	7	-7	4	-3	1	-2	-4
CCCC(C)C(=O)OCC(=O)Nc1c(Br)cc(C)cc1Br (centres undefined)	-11	0.0	10	7	-16	-16	6	3	0	8
COc1ccc(C(C)NC(=O)C2C(=O)NC3(C)CC2c2ccccc2O3)cc1 (centres undefined)	2	-0.5	3	10	0	32	3	-3	-1	-4

More structures:
SMILES	PriA SSB inh	BoNT A protease	MazF activator	PrPC surface inh	Rv3671c inh	DUSP3 inh	CCHFV vOTU inh	Anthrax LF prot	3CLpro inhibitor	BoNT F protease
O=C(COc1ccc(S(=O)(=O)N2CCOCC2)cc1)Nc1ccccc1F	-9	0.8	-5	0	-4	/	-5	-9	/	-10
CSCCC(NC(=O)COc1ccccc1)C(=O)O (centres undefined)	-21	-0.2	3	-7	9	8	1	-7	7	1
COc1ccc(CCNC(=O)COC(=O)c2cccs2)cc1	-14	-3.3	2	2	/	/	-8	0	/	-6
COc1ccc(C)cc1NC(=O)NNS(=O)(=O)c1ccc(NC(C)=O)cc1	3	0.5	8	9	-3	32	8	2	4	-7
COc1ccc(C2C3=C(OC(C)=O)c4ccccc4C3=Nc3c2c(=O)n(C)c(=O)n3C)cc1 (centres undefined)	-8	-0.9	30	2	-3	19	2	-3	1	-7
Cc1ccc(S(=O)(=O)c2cn(C)c3cc(N4CCN(C)CC4)c(F)cc3c2=O)c(C)c1	-4	1.0	6	-8	1	34	-30	-1	4	6
Nc1ccccc1C(=O)N1O[C@@H]2C=C[C@H]1CC2	-4	-0.7	-1	-2	/	/	-4	2	/	0
CC1CC(C)CN(S(=O)(=O)c2ccc(NC(=O)C3COc4ccccc4O3)cc2)C1 (centres undefined)	-18	-0.5	-3	1	-94	-3	9	0	3	-12
CP(=O)(COC(=O)c1ccccc1)COC(=O)c1ccccc1	-18	-0.1	0	-6	-1	-6	9	-2	-5	-6
Cc1ccc(S(=O)(=O)N2CCC(Oc3ccc(-n4cnnn4)cc3)CC2)cc1	-8	0.3	18	-5	1	-10	6	0	7	3
Cc1cc(C)n(Cc2ccc(C(=O)O)cc2)n1	-22	-0.9	-1	6	-8	4	-25	-4	1	-1
COc1ccccc1/C=C/CN1CC(C)OC(C)C1 (centres undefined)	-1	0.7	2	3	3	-1	1	3	0	2

Nothing new here: entries from further up.
SMILES	PriA SSB inh	BoNT A protease	MazF activator	PrPC surface inh	Rv3671c inh	DUSP3 inh	CCHFV vOTU inh	Anthrax LF prot	3CLpro inhibitor	BoNT F protease
Cc1cc(C)n(Cc2ccc(C(=O)O)cc2)n1	-22	-0.9	-1	6	-8	4	-25	-4	1	-1
COc1ccccc1/C=C/CN1CC(C)OC(C)C1 (centres undefined)	-1	0.7	2	3	3	-1	1	3	0	2

Additional results.
SMILES	PriA SSB inh	BoNT A protease	MazF activator	PrPC surface inh	Rv3671c inh	DUSP3 inh	CCHFV vOTU inh	Anthrax LF prot	3CLpro inhibitor	BoNT F protease
Cc1cc2cc(CCNS(C)(=O)=O)c(=O)[nH]c2cc1C	-20	-0.1	0	6	-4	28	3	2	-2	-12
Cc1nn(C)c(C)c1NC(=O)CSc1nnc(C)n1-c1ccccc1	-8	0.1	0	1	-3	4	4	-3	4	-4
CCOC(=O)N1CCN(C(=O)Cn2ccc3c(OC)cccc3c2=O)CC1	8&-11	0.1	-10	-5	-7	7	-5	-1	-6	6
CCOc1ccccc1C(=O)N(CN1CCCC1=O)c1ccc(C)c(Cl)c1	1&-15	-1.5	7	6	4	19	-2	?	-1	-12
COCCNc1nc(N)c([N+](=O)[O-])c(NCCO)n1	-5	-0.7	2	-4	3	-3	2	0	2	2
c1ccc(-c2ccc(CN3CCSCC3)cc2)cc1	-10	0.1	7	4	0	-12	1	6	-4	12
CCCC(=O)n1nc(-c2cccnc2)nc1N	-9	?	3	1	1	17	3	-2	-1	-5
Cc1cc(N/C=C2\CCCCC2=O)no1	-10	0.5	4	5	-2	9	2	2	3	-2
Cn1c(-c2c(N)n(CCCc3ccccc3)c3nc4ccccc4nc23)nc2ccccc21	-54	9.7	2	/	/	13	/	-4	8	-48
Nc1cc(C(=O)OCC(=O)N2CCC(Cc3ccccc3)CC2)ccc1Cl	2	-0.3	-3	1	2	/	-4	3	/	-4
CCOc1ccc(NC(=O)c2c3c(nc4ccccc24)CCC3)cc1	-14	-0.8	6	-4	0	6	6	-1	3	-6
COC(=O)c1[nH]c2ccccc2c1NC(=O)c1ccccc1[N+](=O)[O-]	7	-0.4	0	-13	-2	-13	9	-2	6	-3
CCOC(=O)N1CCN(C(=O)c2ccccc2NC(=O)COc2ccccc2C)CC1	-19	-0.4	0	8	2	42	-7	-10	2	-10
CCCNC(=O)C1CCN(S(=O)(=O)c2ccc3nc4c(c(C(=O)O)c3c2)CCCCC4)CC1	-8	-1.0	2	2	7	12	7	5	-4	-6
Cc1cc(C)cc(N(CC(=O)N2CCc3ccccc32)S(=O)(=O)c2c(C)noc2C)c1	3	0.3	14	1	0	12	-4	-7	2	-7
CCc1nc2ccc(C(=O)NCCCN3CCCC3=O)cn2c1N(C)C(=O)c1cccc(OC)c1	/	-0.1	/	-9	/	/	4	2	/	0
O=C(Nc1ccc(F)cc1F)N1CCCN(c2ccc([N+](=O)[O-])cn2)CC1	-13	0.1	6	-26	0	23	0	-5	4	-18
Cc1ccc(N2CCN(C(=O)c3cc(COc4c(C)cccc4C)on3)CC2)c(C)c1	-26	1.0	-12	-5	2	2	15	-3	6	-2
O=C(O)C1CC2C3CC(C(=O)O)C(C3)C2C1 (centres undefined)	-7	-0.5	5	9	/	/	3	-6	/	-6
CC(=O)C1C(c2ccc(Cl)cc2)NC(=O)NC1(O)C(F)(F)F (centres undefined)	-25	-1.0	4	-1	5	19	-9	-10	2	-10
COC(=O)c1cccc(S(=O)(=O)N(Cc2ccco2)Cc2cc3ccc(OC)cc3[nH]c2=O)c1	2	-4.4	6	5	2	30	1	-1	8	-4
CCc1cc2c(NCC(=O)O)ncnc2s1	-2&-5	-0.2	5	4	0	23	1	-6	-5	-5
COc1ccc(Cc2nnc(NC(=O)c3ccc(Cl)c([N+](=O)[O-])c3)s2)cc1	0	1.2	5	-4	7	7	-1	-3	-6	-3
CC1(Oc2cccc(C#N)c2)CCN(Cc2csc3ccccc23)C1 (centres undefined)	/	-0.4	/	-13	/	/	18	-1	/	-16
CCOC(=O)CSc1nnc(-c2ccc(S(=O)(=O)NCc3cccs3)cc2)o1	2	0.5	-9	5	9	/	13	-10	-2	-1
O=C(NCc1ccco1)C(=S)N1CCCCC1	1	-0.3	15	-2	-7	17	-16	1	3	-3
c1ccc2nc(-c3nccs3)ccc2c1	-32	0.1	7	-5	-6	18	2	0	2	-2

High-throughput results from PubChem.
